TbREL1 inh – TbREL1 RNA ligase inhibitors, primary screen, biochemical, FRET fluorescence; RNA-editing ligase 1, mitochondrial (Trypanosoma brucei brucei), P86926; TbREL1 RNA ligation; inhibition, % at 9.66 µM; actives 0.49% (n = 89,000); AID 1117264, 2014;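 active = inhibition above the mean inhibition across all screened compounds plus 3 SD, cut at about 11% in these data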;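 also: 0% = plate median of test wells and 100% = NSC42067 control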
Target sequence (P86926 whole entry, looked up): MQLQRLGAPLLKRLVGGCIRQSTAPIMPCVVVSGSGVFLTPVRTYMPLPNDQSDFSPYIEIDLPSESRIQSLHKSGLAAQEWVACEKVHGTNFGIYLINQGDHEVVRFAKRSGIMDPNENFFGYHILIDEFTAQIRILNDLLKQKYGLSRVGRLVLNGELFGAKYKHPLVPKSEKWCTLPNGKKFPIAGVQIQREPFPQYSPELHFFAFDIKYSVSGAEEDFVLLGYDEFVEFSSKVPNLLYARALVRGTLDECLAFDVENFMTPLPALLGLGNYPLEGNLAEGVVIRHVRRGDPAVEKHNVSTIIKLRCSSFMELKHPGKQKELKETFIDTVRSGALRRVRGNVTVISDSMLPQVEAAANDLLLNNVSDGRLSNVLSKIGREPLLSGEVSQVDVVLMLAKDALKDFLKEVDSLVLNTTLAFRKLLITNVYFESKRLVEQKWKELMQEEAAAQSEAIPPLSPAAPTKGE
An asterisk follows results filed as active. Only part of the results is shown, so the mix of outcomes need not match the whole.

SMILES | TbREL1 inh
COc1ccccc1NC(=O)c1ccc(S(=O)(=O)N(C)c2ccccc2)cc1 | -1.9
CCn1c2ccccc2c2cc(NC(=O)COC(=O)c3ccccc3F)ccc21 | 4.4
COc1ccccc1-n1c(SCC(=O)NC2CC2)nc2ccccc2c1=O | 1.1
CCOc1ccc(OCCN2CCCCC2)cc1 | 3.0
CN1CCC[C@H]1CCNc1ccc2c(=O)c3ccccc3n(C)c2c1 | 3.7
O=C(Nc1ccccc1)/C(=C/c1ccc([N+](=O)[O-])cc1)NC(=O)c1ccco1 | -1.7
Cc1ccc2nc(SCC(=O)Nc3ccc(C)c([N+](=O)[O-])c3)[nH]c2c1 | 6.3
COc1ccc(-c2ccc3oc(-c4ccc(OC)cc4)c(-c4cc(OC)c(OC)c(OC)c4)c3c2)cc1 | 6.0
CS(=O)(=O)c1ccccc1-c1nnc(NC(=O)c2cccc(N3C(=O)CCC3=O)c2)o1 | 6.1
COCCNC(=O)/C(C#N)=C/c1ccc(OCC(=O)NC2CCCCC2)cc1 | 6.5
CCN(Cc1nc2ccccc2c(=O)[nH]1)Cc1cc(=O)oc2cc(C)c(C)cc12 | 2.4
O=C(c1ccc([N+](=O)[O-])cc1)N1CCN(C(=O)c2cccnc2)CC1 | -1.6
Cc1cccc(Cc2c(C)[nH]c(=O)c(C#N)c2C)c1 | 1.3
CC(C(=O)N1CCc2ccccc21)N(C)CC(=O)Nc1ccc(F)cc1 (configuration not stated) | -3.0
Cc1noc(C)c1S(=O)(=O)N(C)CC(=O)NCc1ccccc1 | 0.1
Cc1ccc2[nH]c(O)c(N=O)c2c1 | 0.6
COc1cc(S(=O)(=O)N2CCN(C(=O)c3ccccc3F)CC2)c(OC)cc1NC(C)=O | -3.6
O=S(=O)(c1ccc(Cl)cc1)c1ccccn1 | 3.7
CC(C)(C)OC(=O)CNC(=O)c1[nH]cnc1C(=O)NC1CCN(C(=O)OC(C)(C)C)CC1 | 1.6
CN(C(=O)COC(=O)C1CCN(S(=O)(=O)c2c(Cl)cccc2Cl)CC1)C1CCCCC1 | 2.4
O=C(/C=C/[C@H]1O[C@@H](n2ccc(=O)[nH]c2=O)[C@H](O)[C@@H]1O)NCc1ccc2c(c1)OCO2 | -0.7
O=C1N/C(=N\N=C\c2ccccn2)SC1Cc1cccc(SC(F)F)c1 (configuration not stated) | -1.8
Cn1nc(C(=O)Nc2ccccc2N2CCOCC2)ccc1=O | 3.0
CCOc1ccccc1N=C1SCC(C)N1C(=O)C1CCN(c2ncnc3sc(C)c(C)c23)CC1 (configuration not stated) | -2.8
Cc1cccc2sc(NNC(=O)c3cc(-c4cccs4)nc4ccccc34)nc12 | -2.0

Next results
SMILES | TbREL1 inh
Cc1ccc(CNC(=O)C(=O)NCC2CCCN2S(=O)(=O)c2cc(C)ccc2C)cc1 (configuration not stated) | 2.6
COc1ccc(NC(=O)CSc2nccn2-c2cccc(OC)c2)cc1 | -2.8
COC(=O)c1sc2ncccc2c1OCc1ccccc1Cl | -0.2
Cc1nnsc1SCC(=O)O | -1.6
O=C(NC1CCN(Cc2ccccc2)CC1)C1CCN(S(=O)(=O)c2cccc3nsnc23)CC1 | 2.2
COc1ccc(S(=O)(=O)Nc2cccc3c2O[C@H](CN(C)S(=O)(=O)c2cn(C)cn2)[C@@H](C)CN([C@H](C)CO)C3=O)cc1 | -0.4
Cc1c(Cl)cccc1NC(=O)C1CC(=O)N(C2CCCC2)C1 (configuration not stated) | 3.9
N#CC(Cc1ccccc1OC(F)F)c1nc2ccccc2[nH]1 (configuration not stated) | -0.5
COc1ccc(/C(O)=C2/C(=O)C(=O)N(CCN(C)C)C2c2ccccc2)cc1Cl (configuration not stated) | -6.1
CCC(=O)N(CC)c1nc(-c2ccc(OC)cc2)cs1 | -0.3
COc1ccc(OCC(O)Cn2c(Nc3ccccc3)nc3c2c(=O)n(C)c(=O)n3C)cc1 (configuration not stated) | -2.6
Cc1ccc(NC(=O)COC(=O)c2ccc(CN3CCCC3=O)cc2)c(Cl)c1 | -1.0
CSc1nnc(NC(=O)CCc2ccccc2)s1 | 0.4
COc1ccc(-c2oc3c(c2C#CC2(O)CCCCC2)C(OC(C)=O)CCC3)cc1 (configuration not stated) | 2.6
Cn1c(SCC2CCC2)nnc1-c1ccco1 | 0.0
Cc1cc2c(c(Sc3ccccc3)n1)C(=O)OC2 | -0.7
O=C(NCc1ccco1)c1c[nH]c2ccc(S(=O)(=O)N3CCOCC3)cc2c1=O | 2.0
N#Cc1ccc(OCC(=O)Nc2cc(S(=O)(=O)N3CCOCC3)ccc2N2CCCC2)cc1 | -7.0
COc1ccc(OCC(=O)N/N=C2\CCCc3ccccc32)cc1 | 1.0
O=C(NCC1CC1)C1(C(F)(F)F)CC(CCCO)CCCO1 (configuration not stated) | 2.2
CCN(CC)S(=O)(=O)c1cccc(NC(=O)COC(=O)CNC(=O)c2cccc(F)c2)c1 | -0.7
CCOc1ccc(NC(=O)C2CCC(N3C(=O)C4CC=CCC4C3=O)CC2)cc1 (configuration not stated) | -0.4
C#CCSc1nc(-c2ccccc2)cc(C(F)(F)F)c1C#N | -0.3
CCOC(=O)[C@]12CCCC=C1N(Cc1ccc(OC)cc1)C(=O)[C@@H]2CC(=O)N1CCCCC1 | -2.9
CC(C)c1cccc(-c2ccc3c(c2)S(=O)(=O)c2cccc(C(=O)NC4CCCC4)c2C3=O)c1 | -0.8

(list continues)
SMILES | TbREL1 inh
CCN1CCN(CCCNC(=O)CS(=O)(=O)Cc2nc(-c3cccc(OC)c3)oc2C)CC1 | -2.7
NC(=O)c1cc(Cl)ccc1OCC(=O)Nc1ccc2c(c1)OCO2 | -1.7
COc1cccc(N(C)C(=O)[C@@H](C)[C@@H](O)c2ccc3ccccc3c2)c1 | -2.4
OC(c1ccc(-c2ccccc2)cc1)c1ncc(-c2ccccc2F)[nH]1 (configuration not stated) | 3.7
O=C(Nc1ccc(NC(=O)c2sc3ccccc3c2Cl)cc1Cl)c1ccco1 | -1.6
CCOc1ccc(C2=Nn3cnnc3SC2)cc1 | 1.9
O=C(CN(C(=O)CNC(=O)c1ccco1)c1ccc(Cl)c(Cl)c1)NC1CCCCC1 | -1.1
Cn1nccc1C(=O)NC(=S)Nc1sc2c(c1C#N)CCCCC2 | -1.3
Cn1c(NCCCO)nc2c(c1=O)C1(CCCCC1)Cc1ccccc1-2 | -3.8
CCOC(=O)c1sc(NC(=O)c2ccccc2OCC)nc1C | -0.7
O=C(NCC1CCCO1)c1onc(CSc2ccc(F)cc2)c1C(=O)O (configuration not stated) | 2.4
COc1cc2c(cc1OC)C(=O)N1[C@H]3c4cc(Cl)ccc4OC[C@@H]3[C@H](c3ccccc3)[C@]1(C)C(=O)N2 | 0.7
O=C(CSc1ncn[nH]1)Nc1c(Br)cc([N+](=O)[O-])cc1Br | 1.2
COc1ccc(-c2noc(C3CCCN(S(=O)(=O)c4ccc(C)c(Cl)c4)C3)n2)cc1OC (configuration not stated) | 1.8
CCOC(=O)c1c(C)cc(C)n2c1nc1ccccc12 | -1.4
O=C(CSc1nc2ccc(Cl)cc2[nH]1)NCc1ccco1 | -1.1
Cc1ccc(C(C)C)c(OCc2nnc(SCC(=O)Nc3nccs3)n2C)c1 | -3.7
COc1cccc(NC(=O)C2c3cc(OC)c(OC)cc3C(=O)N(C)C2c2cccnc2)c1 (configuration not stated) | 0.4
CCN(C(=O)COC(=O)CNC(=O)c1cccc(C)c1)c1c(N)n(Cc2ccccc2)c(=O)[nH]c1=O | 1.7
CC(=O)Nc1ccc(CN(C)c2c(C)nc3ccc(C(=O)N(C)Cc4ccccc4)cn23)cc1 | -6.1
CCN(C(=O)CSc1nc2ccccc2n1CCc1ccccc1)C1CCS(=O)(=O)C1 (configuration not stated) | -1.6
CN(Cc1ccccc1)C(=O)OCc1cn(Cc2cccc(Cl)c2)nn1 | 6.0
Cc1ccc(Cn2cc(CN3CC(N4CCCCC4)CS3(=O)=O)nn2)cc1 (configuration not stated) | -1.4
Cc1nc(SCC(=O)N2c3ccccc3Sc3ccccc32)n[nH]1 | -2.3
CCOC(=O)C1(C)CCCN1C(=O)c1ccc(C)cc1 (configuration not stated) | -2.4

Entries above that have a nitro group on carbon (4):
SMILES | TbREL1 inh
O=C(Nc1ccccc1)/C(=C/c1ccc([N+](=O)[O-])cc1)NC(=O)c1ccco1 | -1.7
Cc1ccc2nc(SCC(=O)Nc3ccc(C)c([N+](=O)[O-])c3)[nH]c2c1 | 6.3
O=C(c1ccc([N+](=O)[O-])cc1)N1CCN(C(=O)c2cccnc2)CC1 | -1.6
O=C(CSc1ncn[nH]1)Nc1c(Br)cc([N+](=O)[O-])cc1Br | 1.2

(further entries)
SMILES | TbREL1 inh
COc1cc(C2C(C#N)=C(N)Oc3cc(C)oc(=O)c32)ccc1OC(=O)N1CCOCC1 (configuration not stated) | -2.1
N#Cc1sc(=O)[nH]c1Cl | -1.8
CCn1c(SC(C)C(=O)O)nnc1-c1cccnc1 (configuration not stated) | -0.5
COc1ccc(-c2c(C#Cc3ccc(N(C)C)cc3)c3ccccc3n2C)cc1 | -5.3
CCC(=Nc1ccccc1)C1=C(O)CCCC1=O | 1.2
Cc1cc(C)c(C)c(S(=O)(=O)N2CCC(C(=O)OCC(=O)N3c4ccccc4NC(=O)C3(C)C)CC2)c1C | 1.1
O=C(CCc1nnc(-c2ccccc2)o1)NC1CCCCC1 | 3.9
CCN(C(=O)COC(=O)c1ccc([N+](=O)[O-])o1)C1CCCCC1 | 0.0
CC(NC(=O)CN(C)S(=O)(=O)c1cnc[nH]1)c1ccccc1 (configuration not stated) | -5.8
CN(c1ccccc1)S(=O)(=O)c1ccc(Cl)c(C(=O)Nc2nc3ccccc3[nH]2)c1 | 3.8
CCOc1ccc(N(CC(=O)NC2CCCC2)C(=O)CSc2nnc(COc3ccccc3)o2)cc1 | 6.6
Cc1cc(=O)[nH]c(SCC(=O)Nc2ccc(Br)cc2)n1 | 0.4
CC(C)C(NC(=O)c1ccccc1)C(=O)NC1=NCCS1 (configuration not stated) | 0.6
C[C@H](NC(=O)Cn1cncn1)c1ccccc1 | 3.6
CN(C(=O)c1cccnc1)c1nc(-c2ccccc2)cs1 | -2.0
COc1ccc(C2=CC(=O)CC(c3ccccc3)C2)cc1 (configuration not stated) | -0.4
CC(C)c1cc(=O)[nH]c(N2CCN(Cc3ccc4c(c3)OCO4)CC2)n1 | -2.4
Cn1c(Cn2c(=O)sc3ccccc32)nnc1SCC(=O)N1CCCCCC1 | -1.6
Cc1cccc(N2CCN(C(=O)c3cc(S(=O)(=O)N(C)C)ccc3Cl)CC2)c1C | -2.5
Cc1ccc2c(c1)NC(=O)c1cccnc1N2 | -5.6
CC[N+](CC)(CC#Cc1ccccc1)CC#Cc1ccccc1 | 1.7
O=C(NCC(=O)N(c1cccc(F)c1)C(C(=O)NCC1CCCO1)c1ccccc1)c1ccco1 (configuration not stated) | 0.4
O=S(=O)(NC1CCc2ccccc21)c1ccccc1 (configuration not stated) | 2.8
COC(CNC(=O)[C@H](Cc1ccccc1)NC1(C(=O)NC2CCCCC2)CCCCC1)OC | -5.0
CN(Cc1ccccc1)C(=O)CSc1nc2c(c(C(F)(F)F)n1)CCc1ccccc1-2 | -0.6

More entries.
SMILES | TbREL1 inh
C=C(CC1([C@@H](NP(=O)(c2ccccc2)c2ccccc2)[C@H]2C[C@@H]2CCCC)CC1)c1ccccc1 | -1.0
CN(C)CC(=O)Nc1ccc2c(c1)[C@H]1C[C@H](CC(=O)NCc3ccc4c(c3)OCO4)O[C@H](CO)[C@H]1O2 | 2.6
O=C(CSc1nnc(-c2cccnc2)o1)NNC(=O)c1ccc(Br)cc1 | 4.4
O=C(CSC1=NC2(CCCCC2)N=C1c1ccccc1)Nc1ccc2c(c1)OCCO2 | 3.4
Cc1noc(C)c1COc1ccccc1C(=O)NNC(=O)c1ccccc1F | -0.9
COC(=O)Nc1ccc(S(=O)(=O)NC2CCS(=O)(=O)C2)cc1 (configuration not stated) | 0.7
CCN(CC)C(=O)CC(c1ccc(N(C)C)cc1)c1c(OC)cc(OC)c2ccc(=O)oc12 (configuration not stated) | -4.7
Cc1cc(Nc2cccc(C)c2C)n2nc(C)nc2n1 | 0.6
Cc1cc(NC(=O)C2CC(=O)N(c3ccc(Cl)cc3)C2)no1 (configuration not stated) | -0.4
CCN1C[C@@H]2[C@@H]3C(=O)N(C)C(=O)[C@@H]3[C@](C)(C1=O)N2C(=O)c1ccccc1 | 1.8
CC(C)CCC1(C)NC(=O)N(CC(=O)NCC(=O)Nc2ccc(F)c(F)c2F)C1=O (configuration not stated) | -2.0
CNC(=O)c1ccc(NC(=O)c2ccc3c(=O)n4c(nc3c2)CCC4)cc1 | -2.3
O=C(c1ccco1)N1CCN(CC(O)COc2ccc(Br)cc2)CC1 (configuration not stated) | -4.4
CC(C)CCNc1nc(-c2ccco2)c2c(c1C#N)CCCC2 | -1.3
Cc1cc(C)c(-c2csc(NC(=O)c3n[nH]c(=O)c4ccccc34)n2)c(C)c1 | 0.1
Cc1ccc(NC(=O)COC(=O)C2(CC(=O)NC(C)C)CCCC2)cc1C | -2.0
CC(=O)Nc1ccc(-c2nnc(SCc3ccc(C)cc3)n2C)cc1 | -4.8
COc1ccc(C(CCN2CCOCC2)c2c(OC)cc(OC)c3c(-c4ccccc4)cc(=O)oc23)cc1 (configuration not stated) | -0.7
CCCCC(=O)OCc1c(-c2cccc(OC)c2)ncc2ccccc12 | -2.7
COc1ccccc1C(=O)N(CCN(C)C)c1nc2cc(C)cc(C)c2s1 | -0.4
COc1ccc(NC(=O)CN2CCN(c3ccccc3Cl)CC2)cc1 | -2.2
Cc1ccc(NC(=O)CCN2C(=O)c3ccccc3S2(=O)=O)cc1C | 0.8

Among those listed so far, these contain bromine.
SMILES | TbREL1 inh
O=C(CSc1ncn[nH]1)Nc1c(Br)cc([N+](=O)[O-])cc1Br | 1.2
Cc1cc(=O)[nH]c(SCC(=O)Nc2ccc(Br)cc2)n1 | 0.4
O=C(CSc1nnc(-c2cccnc2)o1)NNC(=O)c1ccc(Br)cc1 | 4.4
O=C(c1ccco1)N1CCN(CC(O)COc2ccc(Br)cc2)CC1 (configuration not stated) | -4.4
